Bioassay records deposited in PubChem by several laboratories.
Yeast life ext: extends the lifespan of yeast; S. cerevisiae growth with nicotinamide, OD615; deaD strain in restrictive glucose medium; inhibition of the nicotinamide effect, % at 10 µM; 0.68% of 130,000 active;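 active = inhibition above a set limit, placed 3 SD over the median of all compounds, cut at about 26% in these data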;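 note: 0% = nicotinamide-treated wells and 100% = cells grown without nicotinamide; some compounds called inactive have numbers as strong as hits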
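assay system = DeaD-strain S. cerevisiae | buffer or medium = restrictive glucose medium | reagent = 1.5 mM nicotinamide | compound = 10 µM single point, 0.25% DMSO | incubation = 48 h compound exposure at 30 °C, humidified | signal = OD615 measurement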
MRP1 act: activators of MRP-1. H69AR cells + doxorubicin, viability rescue, CellTiter-Glo. viability increase, % at 10 µM. 0.61% of 140,000 active. AID 799;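 active = viability gain under doxorubicin at or above a set limit, the compound median plus 3 SD, cut at about 4.7% in these data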;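 note: MRP-1 overexpressing cells given doxorubicin 25 µM after compound pretreatment; 18-22 h compound pretreatment then 72 h with doxorubicin before readout; 0% = doxorubicin-only wells and 100% = vehicle-treated cells without doxorubicin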
Phagocytosis inh: inhibitors of macrophage phagocytosis; J774A.1 macrophage IgG-bead phagocytosis, imaging; inhibition, % at 5 µM; 0.07% of 110,000 active;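 active = inhibition above the mean of the plate negative controls plus 5 SD, cut at about 13% in these data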;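 note: phagocytic index as fraction of beads internalized from green versus red external bead signal; plate controls were DMSO negative control for no effect and cytochalasin-D positive control for full effect; some results beyond the cut were filed as inactive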
Yeast growth inh: yeast BB579 growth reduction in restrictive medium | S. cerevisiae BB579 growth, OD615, 48 h | inhibition, % at 10 µM | AID 804 | 0.51% of 140,000 active;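 active = inhibition above a set limit, 3 SD over the mean compound inhibition, cut at about 44% in these data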; note: inactives centre near -24
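controls = amphotericin B 10 µg/mL, positive | assay system = DeaD yeast strain BB579 | schedule = 48 h compound exposure at 30 °C after 4 h preincubation | detection = OD615 turbidity measurement | medium = restrictive CSMM-D medium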
E-sel TNF inh: blocks E-selectin expression induced by TNF alpha; 0.71% of 120,000 active; HUVEC TNFa-induced E-selectin immunofluorescence, high content; inhibition, % at 2 µM;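 active = inhibition above the batch mean plus 3 SD, and confirmed as a hit on visual image review, cut at about 43% in these data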;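 note: 0% = TNF-stimulated DMSO wells and 100% = unstimulated control wells; not every result past the cut was called active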
bCat KO growth: beta-catenin-lacking colon tumor cell growth suppression; HCT116 beta-catenin knockout viability, CellTiter-Glo, 60 h; active compounds read low; viability, % at 10 µM; 1.5% of 140,000 active; AID 818;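 active = viability at or under a set limit, the compound median less 4 SD, cut at about 6% in these data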;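 note: 0% = Hyamine 1622 control at 20 µM and 100% = untreated cell control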
GALR2 blocker: antagonists of human galanin receptor 2 (GALR2); O43603; GALR2-expressing cells, antagonist mode; inhibition, % at 4 µM; 0.39% of 140,000 active; AID 828; in the data active = inhibition above about 27%;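 note: cells stimulated with galanin 1-16 at roughly its EC80; 0% = agonist challenge control and 100% = basal control without agonist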
Target sequence (O43603 whole entry, looked up): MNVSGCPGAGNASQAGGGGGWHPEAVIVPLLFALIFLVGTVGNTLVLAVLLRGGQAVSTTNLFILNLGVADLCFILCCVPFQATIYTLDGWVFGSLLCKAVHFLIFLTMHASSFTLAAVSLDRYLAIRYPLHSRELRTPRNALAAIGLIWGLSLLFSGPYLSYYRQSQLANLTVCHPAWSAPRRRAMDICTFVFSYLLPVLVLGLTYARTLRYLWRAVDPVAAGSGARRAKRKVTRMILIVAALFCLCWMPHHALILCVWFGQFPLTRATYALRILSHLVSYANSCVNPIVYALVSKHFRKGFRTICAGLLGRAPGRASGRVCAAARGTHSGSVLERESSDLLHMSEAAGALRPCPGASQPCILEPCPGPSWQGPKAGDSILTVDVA
Measles CPE: protection of cells from measles virus; Measles virus-infected cells, CPE protection, absorbance; protection (pct of control), % at 4 µM; 1.5% of 140,000 active; in the data active = protection mostly above about 24%, no sharp cut-off; inactive = mostly below about 26%; note: some compounds called inactive have numbers as strong as hits
PTEN del growth: growth suppressors of cells with PTEN tumor suppressor deletion | viability, % at 10 µM | HCT116 PTEN-null viability, CellTiter-Glo, 60 h; active compounds read low | 1.2% of 140,000 active | AID 827;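 active = viability at or below a set limit, 4 SD under the median of all tested compounds, cut at about 3.7% in these data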;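 note: PTEN knockout HCT116 line with beta catenin targeted HCT116 as companion control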
NPY Y2 blocker: NPY-Y2 (human) receptor antagonism; P49146; NPY-Y2 expressing cells, antagonist mode; inhibition, % at 2.7 µM; 0.99% of 140,000 active; AID 793; in the data active = inhibition above about 17%;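 note: 0% = vehicle with agonist challenge and 100% = reference antagonist with challenge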
Target sequence (P49146 whole entry, looked up): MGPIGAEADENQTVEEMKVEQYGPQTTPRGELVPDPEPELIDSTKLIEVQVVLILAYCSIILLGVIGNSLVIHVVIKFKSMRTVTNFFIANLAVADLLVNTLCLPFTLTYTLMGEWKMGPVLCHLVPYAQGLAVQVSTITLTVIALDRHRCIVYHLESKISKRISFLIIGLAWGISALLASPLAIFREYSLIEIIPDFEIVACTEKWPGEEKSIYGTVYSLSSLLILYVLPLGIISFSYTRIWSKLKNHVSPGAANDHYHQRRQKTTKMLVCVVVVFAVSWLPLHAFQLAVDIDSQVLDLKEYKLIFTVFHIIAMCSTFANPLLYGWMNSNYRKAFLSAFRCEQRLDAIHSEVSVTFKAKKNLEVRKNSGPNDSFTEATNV
Active calls of the source: *; . = no result given.

SMILES | Yeast life ext | MRP1 act | Phagocytosis inh | Yeast growth inh | E-sel TNF inh | bCat KO growth | GALR2 blocker | Measles CPE | PTEN del growth | NPY Y2 blocker
O=C(CCC1CCCC1)N1CCN(C2CCCC2)CC1 | 0.5 | -0.4 | 0.7 | -20.4 | -23.7 | 91.7 | -4.4 | 6.8 | 95.8 | 2.2
O=C(COc1ccc(-c2nnc(N3CCCCC3)c3ccccc23)cc1)N1CCCCC1 | -8.5 | -3.2 | . | -30.4 | 13.1 | 90.6 | -1.4 | 3.8 | 84.2 | 5.2
Cc1cc(OCc2nn[nH]n2)c2c(-c3ccccc3)cc(=O)oc2c1 | 1.7 | -1.7 | -0.5 | -35.6 | -27.3 | 99.0 | 2.4 | 13.0 | 93.6 | 1.2
COc1cccc(NC(=O)COC(=O)c2cc(S(=O)(=O)N3CCOCC3)ccc2C)c1 | -12.6 | -0.5 | 0.4 | -35.3 | -9.3 | 79.1 | -1.6 | 18.5 | 75.2 | 1.1
NC(N)=NS(=O)(=O)c1ccc(N)cc1 | 2.7 | -0.6 | . | -32.2 | . | 97.2 | 7.5 | 24.1 | 101.5 | 3.7
Cc1nnc(SCC(=O)NCC2CCCCC2)n(N)c1=O | -7.1 | -3.0 | -1.8 | -37.9 | -24.2 | 92.9 | 2.0 | 3.9 | 84.0 | 2.3
O=C(c1cc2c(s1)CCCC2)N1CCN(Cc2ccc3c(c2)OCO3)CC1 | -5.1 | -0.8 | -1.4 | -52.0 | . | 73.5 | -11.4 | 22.4 | 79.3 | 6.5
CCOc1c(Cl)cc(/C=N/O)cc1OC | -13.7 | -2.4 | . | -8.1 | -15.2 | 97.9 | -7.7 | 8.8 | 95.3 | -0.4
C/C(CC(=O)N(C(C)C)C(C)C)=N\NC(=O)COc1ccc(Br)cc1Br | -3.4 | -0.5 | 0.5 | -12.4 | -4.2 | 79.6 | 5.3 | 11.7 | 82.1 | 0.8
CC1(C)Cc2nc(N)c(=O)sc2C1 | -17.2 | -3.4 | . | -0.5 | 0.5 | 94.0 | -23.1 | 34.7 | 101.2 | 1.9
O=C(CCCOc1ccc(Cl)cc1)N1CCCCC1 | -4.6 | 2.5 | -2.9 | -5.8 | 1.6 | 89.1 | -12.2 | 8.4 | 96.6 | 0.2
O=C(c1cccc2ccccc12)N1CCN(c2ccc([N+](=O)[O-])c(N3CCOCC3)c2)CC1 | 6.6 | -2.0 | -4.3 | -18.3 | . | 78.2 | -8.0 | 5.2 | 82.9 | -0.8
CCOC(=O)C1CCN(C(=O)C23CC4CC(CC(C4)C2)C3)CC1 | -7.7 | 1.2 | -0.7 | -36.1 | 11.4 | 83.9 | 0.8 | 3.6 | 110.5 | 3.9
CC(C)C(C(=O)NC(C)(C)C)N1C(=O)c2ccccc2C1=O (stereo unspecified) | -3.1 | 0.8 | 0.3 | -14.3 | 11.1 | 96.3 | -3.7 | 10.8 | 98.1 | 1.7
COc1ccccc1C(=O)OCc1c(F)cccc1Cl | -19.4 | -0.3 | . | -60.2 | 35.1 | 87.5 | 8.1 | 31.4 | 94.0 | 1.7
O=C(CCNc1n[nH]c(=O)[nH]c1=O)N1CCCCC1 | -12.8 | -1.0 | -0.4 | -39.3 | -21.8 | 90.0 | 4.6 | 9.3 | 99.8 | 2.1
Cc1ccc(Cn2nc(C)c(NC(=O)c3noc4c3CCCCC4)c2C)cc1 | -11.2 | 0.6 | 0.6 | -59.9 | -63.8 | 79.9 | 16.4 | 11.4 | 90.7 | 2.2
O=C(Nc1ccc2c(c1)CCC2)C1CCCN(c2ncccn2)C1 (stereo unspecified) | -22.2 | -2.1 | 0.9 | -45.2 | -0.1 | 69.6 | 2.5 | 4.2 | 81.6 | 4.2
CCCc1nc2oc3c(=O)[nH]cnc3c2c2c1CCCC2 | 3.2 | -2.4 | -0.4 | -53.9 | -1.8 | 96.4 | -9.3 | 8.8 | 95.0 | 3.4
Cc1ccc(CC2C(=O)N(CC(=O)O)C(=O)C2C)cc1 (stereo unspecified) | 1.8 | -0.2 | 8.8 | -18.2 | 10.1 | 98.3 | -4.0 | 3.6 | 97.5 | 2.3
CC(NC(=O)c1cc(-c2cccs2)on1)c1ccccc1 (stereo unspecified) | 4.2 | -1.3 | -0.3 | -12.6 | . | 101.7 | 2.8 | 22.8 | 101.3 | 4.4
CCOC(=O)C1CCN(C(=O)COc2cc(C)c(Br)cc2C)CC1 | -10.2 | -1.7 | -0.3 | -6.4 | -2.6 | 66.4 | -14.6 | 2.3 | 81.6 | 5.1
COc1cc2c(cc1OC)C(C(=O)N1CCCCC1)C(c1ccccc1F)N(C)C2=O (stereo unspecified) | -13.1 | -1.2 | -0.8 | -46.5 | 3.5 | 81.1 | 1.5 | 15.7 | 83.2 | 2.4
CCN(CC)c1ccc(CN(C(=O)c2ccco2)C2CCS(=O)(=O)C2)cc1 (stereo unspecified) | -4.0 | -1.3 | -1.4 | -16.7 | 5.4 | 95.3 | 4.6 | 21.2 | 98.8 | 5.0
CC(C)Nc1nc(NC(C)C)nc(Oc2ccc(OCc3ccccc3)nn2)n1 | -4.2 | -3.3 | -1.9 | 0.1 | 10.5 | 75.7 | -5.2 | 4.0 | 86.6 | 5.3
CCC(C)NC(=O)c1ccccc1NC(=O)C(C)N(c1ccccc1)S(C)(=O)=O (stereo unspecified) | -9.4 | -3.6 | 2.0 | -40.5 | 8.5 | 69.6 | -10.7 | 4.1 | 71.5 | 4.7
O=C(CN1CCN(Cc2ccccc2Cl)C1=O)NCc1ccco1 | -0.2 | -2.5 | -0.6 | -25.5 | 63.5* | 91.0 | 5.0 | 2.0 | 104.4 | 0.8
Cn1c(N2CCN(C(=O)Nc3ccc(F)cc3)CC2)nc2ccccc21 | . | -2.5 | . | -19.7 | -1.9 | 90.6 | -14.9 | 4.5 | 102.7 | 3.8
Cc1nc2cc(N3CCCCC3)c(NC(=O)c3ccncc3)cc2c(=O)n1Cc1ccccc1 | -8.7 | -5.4 | -0.5 | -5.6 | 2.5 | 4.4* | -8.5 | 1.8 | 4.2 | -1.2
O=C(CN1C(=O)S/C(=C/c2cccnc2)C1=O)N1CCOCC1 | 5.7 | -2.5 | -0.4 | -8.4 | -3.9 | 82.4 | 12.2 | 18.3 | 93.1 | 5.4
O=C(NN(C(=O)C1CC1)c1nc2ccccc2s1)C1CC1 | 1.9 | -0.2 | -3.4 | -30.2 | 7.7 | 88.4 | 10.2 | 1.8 | 89.4 | 6.1
CCCc1nc2ccccc2c(=O)n1NC(=O)c1c(O)c2cccc3c2n(c1=O)CCC3 | 2.5 | -1.9 | -0.8 | -69.1 | 5.1 | 67.4 | 0.3 | 10.7 | 66.2 | 0.9
C=CCn1c(C)cc(C)c(C#N)c1=O | -5.0 | 0.5 | . | -26.7 | 19.2 | 100.4 | -4.8 | 3.5 | 101.7 | 1.3
O=C(CCn1nnc(-c2cccs2)n1)N1CCc2ccccc2C1 | 0.9 | 0.2 | 1.9 | -16.9 | 47.5 | 93.8 | 6.7 | 2.4 | 102.2 | 9.8
COc1ccc(C(c2sc3nc(C)nn3c2O)N2CCc3ccccc3C2)cc1 (stereo unspecified) | -9.0 | -1.2 | 0.5 | -15.5 | -18.9 | 97.5 | 0.5 | 2.7 | 91.1 | 5.5
CC(C)(C)NC(=O)c1ccc2c(c1)C1C3CCC(C3)C1C(c1ccccc1)N2 (stereo unspecified) | 8.8 | -3.5 | -4.3 | -12.5 | . | 45.7 | 7.2 | 26.5 | 35.7 | 0.1
COc1ccc(NC(=S)NN2CCN(C)CC2)cc1 | -13.4 | -0.7 | . | -56.4 | . | 105.6 | -5.9 | 5.0 | 110.2 | 0.4
C=CCn1c(SCc2c(C)noc2C)nc2cc(C(=O)O)ccc2c1=O | -11.4 | -3.0 | . | -4.5 | 15.7 | 26.9 | 4.5 | 32.3 | 30.5 | 5.5
O=C(Cc1cccs1)Nc1ccccc1C(=O)O | -17.0 | -2.7 | 0.5 | -38.0 | -5.5 | 110.1 | -9.7 | 2.8 | 102.2 | 6.0
O=C(c1ccc(Br)s1)N1CCN(C/C=C/c2ccccc2)CC1 | 0.9 | -2.9 | -1.9 | -56.1 | 51.9 | 64.2 | -3.6 | 3.5 | 74.7 | 5.6
O=C(c1ccc(Cn2cc([N+](=O)[O-])cn2)o1)N1N=C(C(F)F)CC1(O)C(F)F (stereo unspecified) | 0.0 | -2.1 | -0.6 | 5.7 | 7.3 | 88.8 | -7.2 | 7.2 | 94.3 | 1.2
CCNc1nc(NCC)n2c(SCC(=O)Nc3ccc(C(F)(F)F)cc3[N+](=O)[O-])nnc2n1 | -1.9 | -0.4 | -4.9 | 6.4 | . | 92.3 | -13.7 | 16.1 | 97.2 | 0.4
CC(C)(C)c1ccc(C(=O)CCCSC2=C(C#N)C(c3ccco3)C3=C(CCCC3=O)N2)cc1 (stereo unspecified) | -1.0 | -4.5 | 1.9 | -34.2 | . | 61.9 | -8.7 | 1.5 | 53.3 | 2.2
O=C(c1cccc(COc2cccc3ccccc23)c1)N1CCCC1 | . | 0.9 | . | -21.9 | -3.3 | 64.2 | -1.9 | 4.0 | 60.2 | 6.1
Oc1cccc(/C=N/Nc2cc(N3CCCC3)nc(N3CCCC3)n2)c1 | -1.1 | -4.4 | -9.6 | -38.7 | -17.1 | 30.6 | 0.2 | 11.1 | 10.8 | 11.5
CC(C)(C)N1CC2(c3ccccc3)CN(C(C)(C)C)CC(c3ccccc3)(C1)C2=O | -11.2 | -1.2 | 1.3 | 9.7 | -29.3 | 82.6 | 1.1 | 18.9 | 77.3 | -0.2
COc1ccc(C(=O)NCCCN2CCCC2=O)cc1 | -4.9 | -1.1 | 2.2 | -38.6 | 8.0 | 94.8 | -9.7 | 29.0 | 99.0 | 0.4
Cc1cc(NC(=O)Cc2csc(-c3ccccc3)n2)ccc1Br | -3.0 | 3.2 | -6.7 | -5.4 | . | 108.0 | -3.9 | 2.8 | 112.8 | 10.7
O=C(CSc1nnc(-c2ccncc2)o1)Oc1ccccc1 | -9.9 | 0.3 | -0.9 | -20.4 | -12.1 | 103.8 | -0.4 | 5.2 | 109.1 | 0.5
CCOc1ccc(/C=C2\N=C(c3cccs3)OC2=O)cc1OC | -3.9 | -1.8 | -2.5 | -53.0 | 3.3 | 96.8 | -5.4 | 0.8 | 100.2 | 1.4
CC(=O)Nc1nc(SCc2ccc(Cl)cc2Cl)n[nH]1 | -16.3 | -2.5 | 1.2 | -12.7 | -15.2 | 75.9 | -19.9 | 12.0 | 70.9 | -0.1
O=C(NCCSc1c[nH]c2ccccc12)C1CC1 | -8.5 | -4.7 | 0.8 | -20.9 | . | 101.7 | -3.6 | -0.4 | 96.6 | 1.6

Exported as labelled records: two of the compounds above
O=C(CSc1nnc(-c2ccncc2)o1)Oc1ccccc1
  Yeast life ext: -9.9 | MRP1 act: 0.3 | Phagocytosis inh: -0.9 | Yeast growth inh: -20.4 | E-sel TNF inh: -12.1 | bCat KO growth: 103.8 | GALR2 blocker: -0.4 | Measles CPE: 5.2 | PTEN del growth: 109.1 | NPY Y2 blocker: 0.5
CCOc1ccc(/C=C2\N=C(c3cccs3)OC2=O)cc1OC
  Yeast life ext: -3.9 | MRP1 act: -1.8 | Phagocytosis inh: -2.5 | Yeast growth inh: -53.0 | E-sel TNF inh: 3.3 | bCat KO growth: 96.8 | GALR2 blocker: -5.4 | Measles CPE: 0.8 | PTEN del growth: 100.2 | NPY Y2 blocker: 1.4
